PolyA inhibitor = blocks polyadenylation in yeast reporter cells; S. cerevisiae SKY197-pL101 polyadenylation reporter, beta-gal luminescence; efflux-impaired pdr1/pdr3 knockout yeast; score 100 = 6 SD above DMSO; calls only at 12 µM; hit rate 0.02% among 300,000; AID 1875;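 active means lowest replicate activity score at least 50, where 100 means six control SD above control mean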;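 further: yeast exposed to compound for 9 h at 30 °C; higher score means more reporter readthrough which indicates perturbed polyadenylation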
GSK3A inh = human GSK-3 alpha kinase inhibition | ADP-Glo luminescence, 60 min | P49840 | AID 2650 | inhibition, % at 10 µM | hit rate 0.1% among 320,000;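 in the data active means inhibition above about 50%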;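 further: GST-tagged GSK-3 alpha with peptide substrate and 25 µM ATP; 0% = DMSO neutral wells and 100% = GW8510 positive control wells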
GSK3B inh = inhibitors of human GSK3beta kinase. activity score (negative = inhibition), % at 10 µM. AID 2097. hit rate 0.038% among 300,000. GST-GSK3beta kinase, ADP-Glo luminescence, 60 min; active compounds read low;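 active means more than half of replicate wells score below -50%, meaning over 50% inhibition versus plate controls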;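 further: 0% = median DMSO wells and -100% = median GW8510 positive control wells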
Target sequence (P49841 whole entry, looked up): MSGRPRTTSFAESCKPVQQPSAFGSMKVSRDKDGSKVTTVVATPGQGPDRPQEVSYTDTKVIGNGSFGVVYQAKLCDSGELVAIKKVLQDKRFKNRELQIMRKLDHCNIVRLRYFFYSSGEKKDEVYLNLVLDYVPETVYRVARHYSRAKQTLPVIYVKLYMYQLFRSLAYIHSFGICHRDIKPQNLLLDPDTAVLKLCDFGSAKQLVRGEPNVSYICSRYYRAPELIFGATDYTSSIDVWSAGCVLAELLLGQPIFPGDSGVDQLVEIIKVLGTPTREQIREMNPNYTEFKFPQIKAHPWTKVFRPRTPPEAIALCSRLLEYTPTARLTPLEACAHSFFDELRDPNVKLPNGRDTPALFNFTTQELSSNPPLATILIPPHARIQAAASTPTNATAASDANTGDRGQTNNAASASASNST
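test system = GST-tagged human GSK3beta kinase, cell-free | reagent = 25 µM ATP with peptide substrate | dosing = one dose of 10 µM per compound | schedule = 60 min reaction, RT | detection = luminescent ADP-Glo measurement of ADP formed | control set = DMSO neutral wells and GW8510 at 20 µM as positive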
DYRK1A inh = blocks rat Dyrk1A kinase activity. Q63470. ADP-Glo luminescence, NFATc1 peptide. inhibition, % at 12.5 µM. hit rate 0.43% among 310,000. AID 504441; in the data active means inhibition above about 50%;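 further: plate controls were vehicle with enzyme for no effect and no enzyme for full effect; many of its hits are not listed in these tables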
HDAC3 inh = blocks human histone deacetylase 3. O15379. recombinant HDAC3, fluorogenic peptide/trypsin coupled, fluorescence. inhibition, % at 8.3 µM. hit rate 0.15% among 320,000. AID 2718; in the data active means inhibition above about 26%, passing the limit was not always enough
Target sequence (O15379 whole entry, looked up): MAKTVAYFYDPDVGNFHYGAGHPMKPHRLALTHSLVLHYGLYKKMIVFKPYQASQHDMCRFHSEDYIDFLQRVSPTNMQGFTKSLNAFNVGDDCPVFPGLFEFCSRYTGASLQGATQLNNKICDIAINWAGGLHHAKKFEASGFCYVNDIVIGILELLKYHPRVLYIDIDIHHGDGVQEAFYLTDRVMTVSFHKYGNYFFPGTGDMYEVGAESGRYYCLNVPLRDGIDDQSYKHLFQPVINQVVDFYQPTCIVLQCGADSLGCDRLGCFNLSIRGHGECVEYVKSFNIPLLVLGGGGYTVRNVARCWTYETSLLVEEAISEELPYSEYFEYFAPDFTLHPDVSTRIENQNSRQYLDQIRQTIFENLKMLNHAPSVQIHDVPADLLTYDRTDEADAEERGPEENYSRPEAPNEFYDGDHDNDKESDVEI
Platelet DG rel = platelet dense granule release activity; human platelet-rich plasma, SFLLRN dense granule ATP release, luminescence; AID 1663; inhibition, %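 (compounds screened at 7.5 µM in platelet-rich plasma)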; hit rate 0.22% among 300,000;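 active means mean replicate score, as percent of positive control, at or above 50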
HSP90 refold inh = HSP90 refolding inhibition in rabbit reticulocyte lysate. luciferase refolding luminescence, 3 h. hit rate 0.91% among 290,000. inhibition, % at 5.6 µM;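 active means inhibition above the screen-wide mean plus 3 SD, computed separately per campaign, cut at about 16% in these data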;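 further: 0% = DMSO wells and 100% = 60 µM geldanamycin wells; inhibitors lower the luminescence because luciferase stays unfolded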
HSF1 inh = HSF1 inhibition. hit rate 0.77% among 300,000. NIH3T3-HGL HSE-luciferase, MG132-induced, luminescence 8 h; active compounds read low. AID 2098. activity change, negative = inhibition, % at 7.5 µM (by protocol);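 active means more than half of replicate wells show activity change below -50%, luminescence cut by over half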;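 further: luciferase reports HSF-1 transcriptional activity via heat shock element; 0% = median of DMSO wells and -100% = zero luminescence signal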
AI-2 QS mod = Vibrio harveyi AI-2 quorum sensing modulation; Vibrio harveyi JMH597 AI-2 luminescence/OD600 ratio, 9 h; active compounds read low; strain lacks LuxN and CqsS sensors; 0 = neutral-control median; AID 2094; hit rate 0.4% among 300,000; activity change, % at 7.5 µM; in the data active means activity change below about -75%, passing the limit was not always enough;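 further: luminescence divided by OD600 gain over 9 h not by final OD600 alone; inactives centre near 13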
HSF1 activator = increases HSF-1 driven luciferase reporter signal. NIH3T3-HGL HSF-1 luciferase reporter, MG132, 8 h; 100% = twice DMSO control signal. activation, % at 9 µM. hit rate 1.7% among 300,000. AID 504408;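 active means mean replicate activation of at least 50% with a set share of replicates each reaching 50%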;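 further: 0% = median of the neutral control wells and 100% = twice that signal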
Active calls of the source: *; i = inactive; x = no result given.

mol,PolyA inhibitor,GSK3A inh,GSK3B inh,DYRK1A inh,HDAC3 inh,Platelet DG rel,HSP90 refold inh,HSF1 inh,AI-2 QS mod,HSF1 activator
COC(=O)c1nnn(-c2nc(N3CCOCC3)nc(N3CCOCC3)n2)c1C,i,0,-1,x,-10,12,1,-6,17,3
CCNc1c(C(=O)O)ccc2c1C(=O)c1ccccc1C2=O,i,6,-3,34,x,-1,1,-2,2,-8
CN(C)c1ccc(-c2nc3cnccn3c2Nc2ccc3c(c2)OCCO3)cc1,i,-1,1,2,14,-5,-5,22,0,21
COc1ccc(C2C3C=CCC(c4cccc(-c5ccc(C)cc5)c4)C3C(=O)N2Cc2ccccc2)cc1Cl (stereo not drawn),i,-2,2,4,-11,6,x,-8,6,-17
CC1(C(=O)NNC(=O)C2CCCCC2)CC1(Cl)Cl (stereo not drawn),i,-3,0,-6,-3,4,4,-3,-12,-7
Clc1ccc(Nc2cc(-c3ccccc3)nc3ncnn23)cc1,i,0,-4,x,-5,6,-1,-2,6,12
CCOC(=O)Cc1csc(N)n1,i,0,-5,-1,0,-1,1,0,26,-3
CCN(Cc1ccccc1)S(=O)(=O)c1ccc(C(=O)N(CCCN(C)C)c2nc3c(C)c(C)ccc3s2)cc1,i,0,1,-2,5,-8,x,18,-8,37
Cc1ccc(Nc2nc3ccccc3n3cnnc23)c(Cl)c1,i,-4,0,-4,-1,-3,0,-4,18,-12
Cc1ccc(Cn2c(N3CCCCCC3)nc3c2c(=O)[nH]c(=O)n3C)cc1,x,-1,x,5,-5,x,6,x,x,x
Cc1ccc(N2CC(C(=O)Nc3ccc(S(=O)(=O)Nc4nccs4)cc3)CC2=O)cc1 (stereo not drawn),i,0,4,-3,0,6,-4,6,16,30
O=C(CC1C(=O)NCCN1C(=O)Nc1ccccc1)Nc1ccc(F)cc1 (stereo not drawn),i,1,-3,x,5,5,-1,-10,4,-4
Cc1cc(C)cc(-n2c(C)cc(C(=O)CSc3nnnn3C)c2C)c1,i,0,1,3,7,8,6,11,3,-3
CCN(CC)c1ccc(CN(C(=O)c2cc(OC)c(OC)c(OC)c2)C2CCS(=O)(=O)C2)cc1 (stereo not drawn),i,2,1,6,-4,4,2,x,9,x
COc1ccccc1CNC(=O)C(C)Oc1ccccc1 (stereo not drawn),i,0,5,4,2,5,1,2,9,-1
CC(=O)NC(CC(=O)OCC(=O)NCCc1ccccc1)c1ccccc1 (stereo not drawn),i,2,0,1,0,-1,x,-1,-2,-10
O=C(CN1C(=O)COc2ccccc21)NNC(=O)Nc1ccccc1F,i,-2,-4,3,0,-2,0,-1,7,-7
c1ccc2oc(-c3csc(NCC4CCCO4)n3)cc2c1 (stereo not drawn),i,-1,0,x,1,-4,0,35,-17,52*
OC(Cn1cncn1)c1ccc(Cl)cc1 (stereo not drawn),i,3,2,4,-1,5,-3,1,11,25
COc1ccc(-c2cc(C(=O)O)c3ccccc3n2)c(OC)c1,i,-4,-3,1,3,-1,-2,-4,-5,-14
CCOP(=O)(c1ccccc1)c1nc(-c2ccccc2C)oc1NCc1ccccc1 (stereo not drawn),i,1,-1,x,14,1,4,9,13,30
O=C(COc1ccccc1)Nc1nc(-c2cccs2)cs1,i,-1,2,12,-3,1,0,0,8,2
O=C(NCc1ccccn1)C(=O)NN=C1CCCCCCCCCCC1,i,-1,2,-2,-5,-2,2,-2,3,4
Cc1onc(-c2ccccc2Cl)c1C(=O)Nc1c(C)n(C)n(-c2ccccc2)c1=O,i,-1,1,-2,-4,6,1,0,23,30
COc1cccc2sc3ccc(C#CC4(O)CCCCC4)cc3c(=O)c12,i,-2,1,16,3,23,8,-4,-45,-22
CC1(C)CC(=O)c2cnc3c(C#N)cnn3c2C1,i,1,-3,0,2,0,-1,-3,7,-4
Cc1ccc(CN(C)Cc2cc(=O)oc3cc(C)c(Cl)cc23)cc1,i,0,-7,7,-1,-7,4,-8,-2,24
CC(=O)/C(=N/Nc1ccc(Br)cc1)N1CCCc2ccccc21,i,-1,4,x,-1,8,0,22,x,57*
COC(=O)c1c2c(nc3ccccc13)CCC2,i,0,1,9,-1,-6,1,-5,13,-3
Cc1ccccc1N=C(NO)c1cccnc1,i,-1,-1,-2,4,2,-3,-11,-31,-7

Next part; it opens with the 3 that closed the last part.
mol,PolyA inhibitor,GSK3A inh,GSK3B inh,DYRK1A inh,HDAC3 inh,Platelet DG rel,HSP90 refold inh,HSF1 inh,AI-2 QS mod,HSF1 activator
CC(=O)/C(=N/Nc1ccc(Br)cc1)N1CCCc2ccccc21,i,-1,4,x,-1,8,0,22,x,57*
COC(=O)c1c2c(nc3ccccc13)CCC2,i,0,1,9,-1,-6,1,-5,13,-3
Cc1ccccc1N=C(NO)c1cccnc1,i,-1,-1,-2,4,2,-3,-11,-31,-7
CCc1ccccc1NC(=O)NC(C)c1ccc2c(c1)OCO2 (stereo not drawn),i,4,0,-1,-7,0,0,6,3,13
COc1ccc2[nH]c(=O)c(CN(CCc3ccccc3)Cc3nnnn3CC3CCCO3)cc2c1 (stereo not drawn),i,3,1,-3,-1,11,2,-1,2,-1
O=C1C2CC=C(Cl)CC2C(=O)N1CNc1ccccn1 (stereo not drawn),i,-1,-1,-5,3,-1,2,-8,20,-8
C#CCOc1ccc(/C=C2/C(=O)ON=C2C)cc1Cl,i,-4,1,0,4,0,-3,-1,12,-1
COc1ccccc1-c1csc(NC(=O)c2cc(-c3cccs3)nc3ccccc23)n1,i,-2,1,-7,-4,19,3,-6,3,-25
N#C/C(=C\c1ccc(O)cc1)C(=O)NCc1cccc(Cl)c1,i,0,1,51*,3,13,-1,0,33,7
O=C1c2cccc3cccc(c23)C(=O)N1/N=C/c1ccc(O)cc1O,i,0,-3,4,0,0,-2,1,28,22
COC(=O)c1ccccc1C(=O)N1CCOCCOCCOCC1,i,-1,-1,-2,5,-2,-4,-12,21,-3
COc1cccc(N(C(=O)CNC(=O)c2ccco2)C(C(=O)NC2CCCC2)c2ccco2)c1 (stereo not drawn),i,1,4,-2,-3,-8,-2,2,-12,-2
CCCn1c(NC(=O)c2ccccc2)nc2ccccc21,i,-1,-2,-3,-1,-5,2,0,9,6
O=C(N/N=C/c1cccnc1)c1ccccc1Cl,i,0,1,1,2,-2,1,-9,13,1
CS(=O)(=O)Nc1ccc(C(=O)N2CCCCC2)cc1,i,-3,-1,-5,4,-11,-1,1,26,1
CCOC(=O)c1c(NC(=O)CCC(=O)O)sc2c1CC(C)(C)OC2,i,-1,2,-1,-7,8,0,-3,37,-4
Cc1ccc(-n2nc(C(=O)O)cc2-c2ccc(Cl)cc2)cc1,i,-4,2,2,-1,-5,1,-2,58,14
O=C(N/C(=C\c1ccc2c(c1)OCO2)C(=O)N1CCOCC1)c1cccs1,i,-2,-9,8,3,-5,3,-1,9,-17
CCC(=O)N1CCc2cc(S(=O)(=O)NC(C(=O)N3CCN(c4ccc(F)cc4)CC3)C(C)C)ccc21 (stereo not drawn),i,-1,4,-4,7,-7,-5,-5,9,0
Cn1c(SCC(=O)NC2CC2)nnc1-c1cccs1,i,-1,-1,10,1,32,4,-11,13,-23
CCn1cc(/C=N/NC(=O)c2cc3c(ccc4ccccc43)o2)c2ccccc21,i,4,2,1,-8,2,3,8,28,-8
Cn1c(O)c(N=NC(=O)c2ccco2)c2ccccc21,i,-6,1,-2,0,5,7,32,28,44
O=C(CCC(=O)N1CCN(c2ccc(Cl)c(Cl)c2)CC1)c1ccccc1,i,-2,-2,4,13,3,-2,3,28,-7
O=C(NCc1ccc(C(F)(F)F)cc1)C1CC(c2ccccc2C(F)(F)F)=NO1 (stereo not drawn),i,-2,0,29,12,13,x,-1,0,8
Cc1ccc(NC(=O)CCN2CCC(Cc3ccccc3)CC2)cc1,i,x,2,3,-3,-5,2,1,15,-15
C[C@@H](NC(=O)[C@@H]1Cc2ccccc2CN1C(=O)OC(C)(C)C)C(=O)NC1CCCCC1,i,-1,3,2,-1,-6,3,1,0,5
CC(C)(C)NC(=O)NC(=O)CN1CCN(S(=O)(=O)c2ccccc2)CC1,i,4,1,-1,-2,5,-5,0,14,5
Cc1cc(C)n(CC(C)O)c(=O)c1C#N (stereo not drawn),i,-6,-3,4,3,3,-3,-2,20,-14
COc1ccccc1CCc1nnc(CCC(=O)N(C)Cc2cccc3cnccc23)o1,i,0,-1,7,-2,6,-1,x,5,x
COc1ccccc1CNC(=O)COC(=O)Cc1c(F)cccc1Cl,i,-1,2,0,-9,-4,2,-3,11,37
CN(C)c1ccc(N=c2sc3ccccc3n2C)cc1,i,3,0,2,4,-7,-7,70,13,110*
C=CCn1c(COc2ccc(F)cc2)nnc1SCC(=O)c1c[nH]c2c(CC)cccc12,i,0,1,2,2,-3,0,5,17,25
CN1/C(=C\C=C(/C#N)C(=O)Nc2ccccc2F)C(C)(C)c2ccccc21,i,0,0,-1,9,0,-3,0,8,0

(next part)
mol,PolyA inhibitor,GSK3A inh,GSK3B inh,DYRK1A inh,HDAC3 inh,Platelet DG rel,HSP90 refold inh,HSF1 inh,AI-2 QS mod,HSF1 activator
COc1ccc(CNS(=O)(=O)c2cn(C)c(=O)n(C)c2=O)cc1,i,0,-1,x,2,-7,-1,-9,27,1
CSc1ccccc1C(=O)N1CCCC(CNC(=O)c2ccc(F)cc2)C1 (stereo not drawn),i,-1,3,4,-11,3,-7,6,0,19
COc1ccc(/C=C/C(=O)c2c(C)nc3ccccn23)cc1,i,-2,0,1,3,2,-5,31,3,63*
CCOc1ccc(C2=C/C(=C/c3cccnc3)C(=O)O2)cc1,i,x,-1,-5,2,-6,0,5,16,3
COC(=O)c1sccc1NC(=O)CSc1cc(Cl)ccc1Cl,i,-1,1,-6,3,-5,4,-5,10,-16
CNC(=O)c1cc(C)c(-c2ccccc2)s1,i,0,2,12,1,7,0,12,17,9
Cc1ccccc1-c1cc(C(=O)Nc2nc3c(s2)CCCC3)c2ccccc2n1,i,-4,2,-2,-1,-4,1,-27,48,-24
CC(=O)Nc1ccccc1C(=O)C(=O)Nc1ccc(F)c(Cl)c1,i,1,-3,x,-1,0,-2,1,1,-8
COc1ccc(NC(=O)C2CCCN2C(=O)OC(C)(C)C)cc1 (stereo not drawn),i,0,1,3,-8,4,0,-4,18,-2
Cc1cccc(C)c1NC(=O)c1sc(N)nc1-c1ccccc1,i,1,1,6,3,0,1,8,10,37
COc1cccc(C(=O)Nc2nnc(S(=O)(=O)N3CCOCC3)s2)c1,i,0,4,-8,6,2,0,-9,20,-17
Cn1c(Cn2c(=O)sc3ccccc32)nnc1SCc1ccccc1F,i,0,-1,x,-5,4,3,1,13,2
Cc1cc(C(=O)OCC(=O)NCc2ccccc2)c(C)o1,i,-2,3,-7,-4,7,0,-4,6,2

From PubChem BioAssay

Only part of the results is shown (hit frequency here may not be typical).
